# PMI activator – activators of human phosphomannose isomerase; P34949; purified human PMI, coupled resazurin fluorescence, 20 min; hits give high values; 1 = vehicle control, 0 substrate-free wells; activation factor at 20 µM; 0.005% of 190,000 active;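 active = activation factor of 2 or more at 20 µM, relative to plate controls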
# S1P3 antagonist – S1P3 (human) receptor antagonism | 0.27% of 170,000 active | Q99500 | CHO S1P3 NFAT-BLA reporter, FRET fluorescence, antagonist mode | inhibition, % at 4.98 µM;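 active = inhibition above the plate cutoff, the mean inhibition of test wells on that plate plus 3 SD, cut at about 28% in these data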;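 also: cells challenged with S1P at its EC80 of 0.8 µM; blue over green emission ratio from cleaved BLA substrate after 4 h stimulation; 0% = S1P-stimulated wells and 100% = unstimulated DMSO-only wells; some compounds past the cut are filed as inactive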
# Target sequence (Q99500 whole entry, looked up): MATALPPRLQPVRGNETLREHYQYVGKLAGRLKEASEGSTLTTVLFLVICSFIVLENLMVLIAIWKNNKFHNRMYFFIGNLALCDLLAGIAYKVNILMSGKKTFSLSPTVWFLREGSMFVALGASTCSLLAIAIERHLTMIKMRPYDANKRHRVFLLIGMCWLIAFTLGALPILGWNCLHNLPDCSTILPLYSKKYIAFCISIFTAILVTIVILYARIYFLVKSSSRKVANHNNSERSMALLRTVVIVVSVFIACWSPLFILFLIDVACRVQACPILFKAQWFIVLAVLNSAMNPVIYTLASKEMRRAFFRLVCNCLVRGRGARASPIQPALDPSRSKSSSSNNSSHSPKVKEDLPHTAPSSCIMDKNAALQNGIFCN
# TNAP inh hiacc – inhibitors of human TNAP at high phosphate acceptor concentration; AID 1135; 0.03% of 200,000 active; inhibition, % at 20 µM; P05186; purified TNAP, CDP-star luminescence, 1 M DEA;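 active = over 50% inhibition of tissue-nonspecific alkaline phosphatase at 20 µM in the single-dose screen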;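 also: plate controls were DMSO wells for no effect and EDTA-quenched wells as full inhibition for full effect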
# Target sequence (P05186 whole entry, looked up): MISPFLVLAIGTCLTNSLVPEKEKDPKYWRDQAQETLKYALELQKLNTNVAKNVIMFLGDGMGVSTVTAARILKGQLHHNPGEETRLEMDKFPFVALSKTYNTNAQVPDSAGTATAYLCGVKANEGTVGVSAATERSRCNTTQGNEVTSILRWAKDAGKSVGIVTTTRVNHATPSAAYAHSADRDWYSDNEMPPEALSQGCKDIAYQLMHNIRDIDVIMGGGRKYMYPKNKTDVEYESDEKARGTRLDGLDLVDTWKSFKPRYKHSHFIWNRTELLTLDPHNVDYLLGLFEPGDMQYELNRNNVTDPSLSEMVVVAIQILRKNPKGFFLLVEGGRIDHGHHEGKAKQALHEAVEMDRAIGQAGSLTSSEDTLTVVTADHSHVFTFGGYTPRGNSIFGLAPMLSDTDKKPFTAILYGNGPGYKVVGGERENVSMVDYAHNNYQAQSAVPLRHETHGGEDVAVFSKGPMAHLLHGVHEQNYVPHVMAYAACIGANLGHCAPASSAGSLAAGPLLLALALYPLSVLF
# PMI act hi M6P – activators of human phosphomannose isomerase at near-saturating mannose 6-phosphate. P34949. coupled PMI enzyme assay, resazurin fluorescence, 20 min; hits give high values; 1 = untreated enzyme, 0 = substrate-free blank. AID 1216. 0.34% of 190,000 active. activation factor at 20 µM;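 active = activation factor of 2 or more at 20 µM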
#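 Technique: Diaphorase-driven resazurin-to-resorufin fluorescence, excitation 544, emission 590 nm | Assay system: Human PMI in coupled enzyme assay | Times: Enzyme reaction with compound 20 min at room temperature | Medium: HEPES-buffered pH 7.4 with magnesium and detergent | Reagent: Mannose-6-phosphate 1.0 mM (near-saturating) plus 0.22 mM NADP+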
# RAM inhibit – inhibitors of the yeast RAM network. inhibition, % at 50 µM. 1.8% of 190,000 active. AID 868. S. cerevisiae dse1pr::URA3 reporter, 5-FOA growth OD615, 2 d; analog-sensitive cbk1-as2 kinase mutant strain;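 active = inhibition above a set limit, 3 SD over mean compound inhibition, cut at about 8.4% in these data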;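 also: 0% = DMSO-only wells with no growth and 100% = 10 µM 1-NA-PP1 full growth; inhibition rescues growth on 5-FOA so higher OD means more RAM inhibition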
# Redox H2O2 prof – compounds producing H2O2 with reducing agent – biochemical, NIH compound library profiling, artefact control for MLSCN library redox annotation, primary screen; DTT-dependent redox cycling H2O2, phenol red/HRP absorbance; 100% = 100 µM peroxide control, 0% = buffer; activation, % at 10 µM; 0.03% of 200,000 active; AID 878;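 active = activation of at least 50% relative to the plate's high and low controls in the primary single-dose screen; inactive = activation below 50%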;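 also: compound incubated with DTT at 0.8 mM final as the reducing agent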
# Lmaj promast – reduces viability of Leishmania major promastigotes; AID 1063; resazurin fluorescence viability; inhibition, % at 10 µM; 9% of 200,000 active; in the data active = inhibition above about 50%;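 also: promastigotes grown with compound for 44 hours at 28 °C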
# HMGR II inh – E. faecalis class II HMG-CoA reductase inhibition; 0.41% of 190,000 active; inhibition, % at 10 µM; purified E. faecalis HMGR, NADPH absorbance 340 nm kinetic;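 active = inhibition above a set limit, the median over all tested compounds plus 3 SD, cut at about 9.5% in these data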;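 also: enzyme runs in reverse so mevalonate oxidation gives rising NADPH absorbance; 0% = complete reaction with DMSO and 100% = background rate lacking mevalonate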
# Hsp70 activator – Hsp70 transcriptional activation, primary screen | HeLa Hsp70 promoter luciferase reporter, luminescence; scaled: vehicle 0, proteasome-inhibitor control 100% | AID 1203 | activation, % at 10 µM | 0.04% of 200,000 active;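 active = activation above the mean across all tested compounds plus 3 SD, cutoff set per campaign, cut at about 5.5% in these data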;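 also: 100% = MG132 at 30 µM as the positive control and 0% = DMSO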
# TNAP inh no acc – blocks human TNAP activity with no phosphate acceptor present; P05186; purified TNAP, CDP-star luminescence, 30 min; inhibition, % at 20 µM; 0.26% of 200,000 active; AID 1012;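 active = tissue-nonspecific alkaline phosphatase inhibition above about 50% at 20 µM in the single-dose screen, limit read from the data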;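 also: 0% = DMSO negative control and 100% = EDTA positive control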
# Active calls of the source: *; x = not tested or not shown.
# Order of values – Redox H2O2 prof	TNAP inh hiacc	TNAP inh no acc	Hsp70 activator	RAM inhibit	PMI act hi M6P	Lmaj promast	HMGR II inh	S1P3 antagonist	PMI activator
> Cc1ccc(S(=O)(=O)N(C)Cc2nc(-c3ccccn3)no2)cc1
  -0.5	-4	-12	-0.2	1.1	1	-2	-3	-58	1
> O=C(Nc1cccc(Cl)c1)c1csc(-c2ccccc2)n1
  1.6	-6	9	-0.4	8.3	1	0	-13	x	1
> O=C(c1cc(-c2ccncc2)nc2ccccc12)N1CCN(S(=O)(=O)/C=C/c2ccccc2)CC1
  0.5	-3	-5	-0.2	-1.3	1	97*	1	x	1
> COc1cc(NC(=O)c2ccc(S(=O)(=O)N(C)C)cc2)cc(OC)c1OC
  -0.5	-3	-5	-0.1	1.5	0.8	-8	-7	-27	0.9
> CCC(=O)NNc1nc2c(C)cccc2s1
  -2.4	2	2	-0.2	0.1	1	-4	-2	-1	1.1
> O=S1(=O)NC(=NCc2ccco2)c2ccccc21
  1.1	-6	-5	-0.1	0.7	0.9	0	-1	0	1
> O=C1N=C(c2ccccc2)C(c2ccccc2)N1 (stereo unspecified)
  -0.1	-8	-22	-0.2	0.5	1.1	0	-3	x	0.9
> O=C(NCCN1CCOCC1)c1ccc(CS(=O)(=O)c2ccc(Br)cc2)o1
  -1.5	x	x	-0.3	x	x	1	x	-32	x
> COc1ccc(/C=N/NC(=O)CN(CCc2ccccc2)S(=O)(=O)c2ccc(NC(C)=O)cc2)cc1OC
  -0.1	1	-18	-0.3	0.9	1	32	-1	7	0.9
> Cc1ccc(NC(=O)NC(=S)NC(=O)c2ccccc2)cc1
  0.2	2	28	-0.3	4.3	1	3	-4	-5	1
> CCOc1cc(S(=O)(=O)NC2CCCCCC2)ccc1F
  0.0	-3	-10	-0.3	-0.3	1	-2	-2	29	0.9
> O=C(CCCC(=O)NCC1CCCO1)NCC1CCCO1 (stereo unspecified)
  0.0	-3	-10	0.5	0.7	0.9	11	-4	-9	0.9
> O=C(CSc1nnc(-c2cccnc2)o1)OC1CCCCC1
  -0.2	-5	-9	0.4	0.0	0.9	-6	2	-56	0.9
> Cc1cc(-c2nc3ncccc3o2)ccc1NC(=O)CC(C)C
  -0.5	-2	3	0.3	-1.7	0.8	-6	1	-23	0.8
> CC(=O)OC1COC(OC2C(O)C(C)OC(OC3C(OC4CCC5(C)C(CCC6(C)C5CC=C5C7CC(C)(C)CCC7(C(=O)O)CCC56C)C4(C)CO)OCC(O)C3O)C2O)C(O)C1OC(C)=O (stereo unspecified)
  -0.9	-6	-8	-0.7	1.9	0.9	-13	0	15	0.9
> COc1ccc(C2OC(=O)c3ccccc3S2)cc1 (stereo unspecified)
  -1.3	-4	24	-0.2	1.5	0.9	-7	3	30	0.9
> CS/C(=C\[N+](=O)[O-])Nc1ccc(Cl)cc1
  0.2	0	-11	-0.2	2.9	1	-3	-2	x	1
> O=S(=O)(c1ccccc1)N1CCN(S(=O)(=O)c2ccccc2)C1
  -2.4	-7	2	-0.5	0.7	1.1	4	-3	-14	1.1
> COc1ccc(N(CC(=O)N2c3ccccc3CC2C)S(=O)(=O)c2c(C)nn(C)c2C)cc1 (stereo unspecified)
  -1.5	-6	16	-0.5	2.3	1	36	-3	-10	1
> CCCCOc1ccc(NC(=O)c2cc(F)c(F)cc2Cl)cc1
  0.3	-1	-4	0.3	6.2	1	48	-3	5	1
> O=C1NCCN1Cc1ccccc1
  0.4	-4	-17	-0.3	1.5	0.9	-1	-2	x	0.9
> O=C(Nc1ccc(F)c(F)c1)c1ccccc1-c1ccccc1
  0.2	-1	-7	-0.1	2.3	1.1	-8	-2	-8	0.9
> CC(=O)Oc1cccc(/C=c2\sc3nc(-c4ccco4)nn3c2=O)c1
  0.9	-5	2	-0.4	4.2	1.2	-4	1	-6	0.9
> Cc1ccc(/C=C2\SC(=S)N(c3cccnc3)C2=O)cc1
  0.6	4	4	-0.1	5.3	1	-4	2	-14	1
> CCN1CN(Cc2ccco2)CNC1=S
  -0.4	-4	-8	-0.4	0.9	1.1	-6	-5	4	1.1
> O=C1CC(=O)C(n2cncn2)C(c2ccc(Cl)cc2Cl)C1 (stereo unspecified)
  0.9	-2	-8	0.0	2.3	0.9	-3	1	x	0.9
> COC(=O)C1=NN(C(C)=O)C2(CC(=O)N(c3cc(C)cc(C)c3)C2=O)C1 (stereo unspecified)
  -0.1	-3	0	-0.3	0.1	1.1	-4	-2	14	1.1
> c1ccc(-c2ccc(OCCCNC3CCCC3)cc2)cc1
  -1.1	-1	-2	-0.3	-0.7	0.9	100*	-8	-10	0.9
> CC1CCCC(NC(=O)c2ccc3c(=O)n(CC4CCCO4)c(=O)[nH]c3c2)C1C (stereo unspecified)
  1.3	-3	-2	-0.3	6.6	0.9	-2	-5	-10	1
> Cc1nn(C)c(C)c1CCC(=O)O
  -0.1	-2	-3	-0.4	1.2	x	-5	4	-29	x
> S=C(NCc1ccc(Cl)cc1Cl)NC1CCCCC1
  -0.5	-6	-13	-0.1	8.2	0.9	3	-4	3	0.8
> CN(C)[C@@H](CO)c1nnc([C@H](CCC(=O)O)NC(=O)C2CCNCC2)o1
  1.3	-3	-2	-0.1	0.4	1.1	-1	-2	-5	1.1
> Cc1ccnc2nc(C(=O)Nc3cc(Cl)ccc3N3CCOCC3)nn12
  2.9	-5	-5	0.5	3.5	1	0	-1	x	0.9
> COC(=O)c1cc(OC)c(OC)cc1NC(=O)CSc1nnc(-c2cccnc2)n1C
  0.8	0	-5	0.4	2.7	0.9	0	-4	-23	0.9
> O=C1c2ccccc2C(Nc2ccc(S(=O)(=O)N3CCCCCC3)cc2)N1Cc1ccco1 (stereo unspecified)
  -3.5	-11	-2	0.1	1.2	0.9	45	-4	-19	0.9
> CCCCSc1nnc2c(n1)[nH]c1ccccc12
  0.3	-7	-10	0.2	4.1	1	8	-3	x	0.9
> COc1ccc(C2=NN(C(=O)c3cccs3)C(c3ccccc3OC)C2)cc1OC (stereo unspecified)
  0.0	-2	-7	-0.3	2.4	0.9	27	-3	16	0.9
> O=C(COC(=O)CCc1nc2ccccc2s1)Nc1ncc(Cl)cc1Cl
  0.6	1	-12	-0.1	5.8	1.2	-4	1	-9	1.1
> CC(C)(C)c1nnc(N/N=C/c2ccc(O)cc2)n(N)c1=O
  -0.9	-5	-4	-0.3	1.1	0.8	-3	0	-5	0.9
> CC(C)N(Cc1nc2ccccc2[nH]1)C(C)C
  -2.5	-1	-1	-0.3	-0.3	1	37	-5	1	1
> CC(=O)/C(=N\Nc1ccc(Cl)cc1)Sc1nnc(-c2ccccc2)n1-c1ccccc1
  0.7	-1	9	-0.4	3.9	2*	38	-1	5	1.4
> CC(C)Oc1ccc(Cc2n[nH]c(=S)n2Cc2ccccc2)cc1Cl
  -0.3	-3	-7	0.0	9.1*	0.9	5	1	-8	0.9
> CCn1cc(C(=O)NCCN(C)CCc2ccccc2)c(=O)c2cc(S(=O)(=O)N(C)C)ccc21
  1.5	2	11	-0.3	1.7	0.9	15	0	-34	0.9
> Cc1cc2oc(=O)cc(CN3CCN(S(=O)(=O)/C=C/c4ccccc4)CC3)c2cc1C
  1.1	1	-3	-0.2	2.2	0.9	96*	-2	5	0.6
> NC(=O)CSc1nc2cc3c(cc2c(=O)n1CCCC(=O)NCc1ccc2c(c1)OCO2)OCO3
  -3.3	-3	-11	0.1	0.3	0.7	-5	3	x	0.8
> CC1(C)C(C=C(Cl)Cl)C1C(=O)N(Cc1cccc(Cl)c1)C1CCS(=O)(=O)C1 (stereo unspecified)
  0.0	-4	-3	-0.5	2.0	0.9	91*	-1	-6	1
> C/C(=N/NC(=O)CNC(=O)c1ccccc1)c1ccc(C)cc1
  -1.5	-3	-6	0.0	1.3	1.1	-1	3	-8	1.1
> CCc1cccc(C)c1NC(=S)NCc1ccc2[nH]c(C)cc2c1
  1.1	-1	-7	0.2	5.4	1	93*	-5	-3	1
> Cc1ccc(Oc2ccc(OCC(=O)NC(CC(C)C)C(=O)O)cc2)cc1 (stereo unspecified)
  -0.5	-1	-11	-0.2	0.2	0.9	-1	-3	-18	0.9
> CCN(CC)C(=O)c1sc(NC(=O)c2c(OC)cccc2OC)c(C#N)c1C
  -0.1	-4	-9	-0.5	2.2	1	42	-5	9	1

# More records follow:
# Order of values – Redox H2O2 prof	TNAP inh hiacc	TNAP inh no acc	Hsp70 activator	RAM inhibit	PMI act hi M6P	Lmaj promast	HMGR II inh	S1P3 antagonist	PMI activator
> O=C(CSc1nc2c(cnn2-c2ccc(F)cc2)c(=O)[nH]1)N1CCCCCC1
  -0.1	3	1	-0.2	0.6	0.9	16	2	2	0.9
> CS(=O)(=O)CCC(C(=O)OCc1ccc(Br)cc1)N1C(=O)c2ccccc2C1=O (stereo unspecified)
  0.2	0	-13	-0.2	0.4	1.1	-8	2	-7	1
> O=C1N/C(=N/O)S/C1=C/c1cccnc1
  4.9	-4	-11	-0.1	1.8	0.9	-5	-4	4	0.9
> CCOc1ccc(NC2=CC(=O)CC(c3ccco3)C2)cc1 (stereo unspecified)
  -0.6	-6	-14	-0.5	-0.5	0.8	-4	1	-15	0.9
> COc1cc([N+](=O)[O-])ccc1NC(=O)CN(C)C
  -1.0	6	-1	-0.1	2.1	1	-2	-4	x	0.9
> CCOC(=O)C1CCCN(Cc2cccs2)C1 (stereo unspecified)
  -0.1	-3	-19	0.0	0.8	1.1	-4	0	x	1
> O=C(CC1CCCCC1)Nc1ccc(-c2ccc3nncn3n2)cc1
  0.4	-4	1	0.0	4.1	1.1	3	0	-20	1.1
> Cc1cc(S(=O)(=O)NCc2ccco2)c(C)s1
  0.5	-7	-13	-0.5	0.4	1	-2	-4	-4	1
> COc1ccc(Cn2c(=O)oc3ccc(C)cc32)cc1OC
  -2.7	2	-6	-0.1	0.4	0.9	-4	-4	18	0.9
> Nc1c(S(=O)(=O)c2cccc(Cl)c2)c2nc3ccccc3nc2n1/N=C/c1ccc(O)c(O)c1
  2.1	10	-10	-0.2	3.3	1	100*	-6	28	0.8
> Cc1ccc(N2CCN(/N=C/c3ccncc3)CC2)cc1
  0.1	-8	-7	-0.2	1.6	1.1	15	-3	2	1.1
> COCCN(C(C)=O)c1nnc(-c2ccccn2)s1
  1.4	-6	-16	0.3	1.5	1	-7	-7	-1	1.1
> CCOC(=O)c1cn(CC2CC2)c2cc(F)c(F)cc2c1=O
  2.1	0	-1	0.5	1.6	0.9	-3	-2	7	0.8
> Cc1cc(C)cc(N(CCC(=O)O)S(=O)(=O)c2ccc(Cl)cc2)c1
  -0.1	0	0	-0.4	2.1	1	-6	-4	-5	1
> Cc1ccc(S(=O)(=O)Oc2ccc(/C=N/NC(=O)c3cccnc3)cc2)cc1
  -1.6	-4	-5	-0.3	4.0	0.8	-8	0	-9	0.8

# High-throughput results from PubChem.
